# EP2 modulator = modulators of human EP2 prostaglandin E2 receptor. EP2-expressing cells, cAMP HTRF FRET, PGE2 co-stimulation. 260,000 compounds, 0.83% hits. P43116. induction, % at 25 µM;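 active = compounds whose cAMP rise, as percent of the full-agonist control response, exceeds 60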;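 note: rat C6 glioma line stably carrying human EP2 under a CMV promoter; the protocol text gives 20 µM as final concentration; 100% = response of wells given 1 µM PGE2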
# EP2 antag = inhibitors of human EP2 prostaglandin E2 receptor | P43116 | C6 glioma cells expressing human EP2, cAMP TR-FRET; cells stimulated with saturating PGE2 | inhibition, % at 25 µM | 260,000 compounds, 0.52% hits | AID 1422;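 active = percent inhibition above 40 after rounding to a whole number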;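 note: rat C6 glioma host cells with rolipram phosphodiesterase inhibitor present; the protocol text gives 20 µM as final concentration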
# NPY-Y2 PAM-ag = potentiators or agonists of human neuropeptide Y receptor Y2. P49146. cells expressing NPY-Y2, potentiator/agonist read-out. activation, % at 3.6 µM. 220,000 compounds, 0.45% hits; in the data active = activation above about 27%;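 note: cells stimulated with NPY near EC25 plus isoproterenol at EC100; 0% = vehicle plus submaximal agonist and 100% = vehicle plus saturating agonist; some results beyond the cut were filed as inactive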
# p97 ATPase inh = human p97 ATPase inhibition; recombinant p97 ATPase, Kinase-Glo ATP luminescence, 3 h; inhibition, % at 8 µM; 220,000 compounds, 0.42% hits; in the data active = inhibition above about 15%;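 note: 0% = DMSO vehicle and 100% = wells lacking enzyme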
# S1P4 antag = blocks the human S1P4 receptor. S1P4-expressing cells, antagonist mode, reporter read-out. O95977. 220,000 compounds, 0.26% hits. inhibition, % at 4.98 µM; in the data active = inhibition above about 29%;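 note: 0% = wells stimulated with agonist and 100% = vehicle wells without agonist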
# S1P4 agonist = human S1P4 receptor agonism | activation, % at 4.98 µM | S1P4-expressing cell line, agonist reporter assay | AID 1509 | 220,000 compounds, 0.35% hits | O95977; in the data active = activation above about 11%;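 note: 0% = DMSO vehicle and 100% = reference agonist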
# NPY-Y1 PAM-ag = potentiates or activates human NPY-Y1 receptor; P25929; NPY-Y1 expressing cells, potentiator/agonist activation; activation, % at 3.6 µM; 220,000 compounds, 0.37% hits; AID 1304; in the data active = activation above about 33%, passing the limit was not always enough;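 note: cells stimulated with NPY at EC10 then isoproterenol at EC100; 0% = low agonist plus stimulus and 100% = saturating agonist plus stimulus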
# eIF4E 4G PPI = blocks eIF4E binding to eIF4G; P63073+Q04637; TR-FRET eIF4E-eIF4GI(517-606) binding, 2 h; inhibition, % at 21.7 µM; 220,000 compounds, 0.37% hits; AID 782;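 active = inhibition above about 30%, limit read from the data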;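 note: 0% = full FRET control wells and 100% = background wells lacking eIF4GI fragment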
# NPY Y1 blocker = antagonists of human neuropeptide Y receptor Y1; HEK293-CNG Y1 cells, membrane potential fluorescence; NPY at EC95, then isoproterenol; P25929; AID 1040; inhibition, % at 3.6 µM; 200,000 compounds, 1% hits;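 active = inhibition above the campaign mean inhibition of all tested compounds plus 3 SD, cut at about 20% in these data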;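 note: 0% = DMSO wells given NPY plus isoproterenol and 100% = isoproterenol alone without NPY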
#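 material = HEK293 cells with Y1 receptor plus CNG channel | also added = NPY 25 nM then isoproterenol 1 µM plus Ro 20-1724 25 µM | schedule = dye 3 h, compound 60 min room temperature, stimulation 45 min | measured by = membrane potential fluorescence | benchmarks = high control isoproterenol alone, low control NPY with isoproterenol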
# The depositor's hits bear a star; x = no result given; & = joins results of further samples; [ ] = remark or other dose. Not all compounds are listed; count on the stated rates, not on these rows.
SMILES,EP2 modulator,EP2 antag,NPY-Y2 PAM-ag,p97 ATPase inh,S1P4 antag,S1P4 agonist,NPY-Y1 PAM-ag,eIF4E 4G PPI,NPY Y1 blocker
O=C(CC1S/C(=N/N=C/c2ccco2)NC1=O)Nc1cccc(Cl)c1Cl (configuration not stated),-47,7,4,5,2,-2.0,-2,0,14
O=C1OCc2cc(NC(=O)C34CC5CC(CC(C5)C3)C4)ccc21,2,8,-17,-2,-6,2.0,-5,2[fluorescence artefact?],4
O=C(c1cccs1)N1CCN(CCc2ccccc2)CC1,20,4,-5,-1,-18,1.6,-7,-8[fluorescence artefact?],1
O=C(N/N=C/c1ccncc1)c1cc(Br)ccc1OCc1ccccc1,18,4,-3,0,0,-2.5,-21,-2,9
CCCSc1nnc(CSc2ncccn2)n1C,19,5,5,1,-9,-0.8,9,-2,2
O=C(c1cccnc1)N1CCN(S(=O)(=O)c2ccc(F)cc2)CC1,22,8,12,6,-22,1.1,9,-1,3
Nn1c(SCc2cccc(F)c2)nnc1-c1ccncc1,1,14,11,10,-5,-0.2,0,3,x
CCOc1ccccc1/C=C(/NC(=O)c1ccccc1)C(=O)NCC(=O)O,25,3,0,-4,4,-1.0,3,-5,3
Cc1ccc(-c2nc(C(=O)O)cs2)cc1,20,2,-8,1,-5,-0.6,-15,0,7
COc1ccc(-n2c(Cc3cccn3C)nnc2SCC(=O)Nc2ccc(Cl)cc2)cc1,12,6,-4,-1,20,0.4,12,7,-4
Cc1cc(Cl)ccc1NC(=O)CSc1nnc(-c2ccncc2)n1Cc1ccco1,7,9,3,-1,-19,-0.1,7,3,-3
COc1ccc(N2C(=O)CC(NNC(=O)c3cccnc3)C2=O)cc1 (configuration not stated),-23,10,12,6,-6,-2.0,10,1,x
Cc1cccc(-n2c(SCC(=O)O)nc3sc4c(c3c2=O)CCCC4)c1,-44,7,-2,-3,-9,1.1,16,2,5
O=[N+]([O-])c1cccc(/C([O-])=C(/C(=S)Nc2ccccc2)[n+]2ccccc2)c1,-31,4,1,3,-3,1.2,-6,4,-1
CC[N+](C)(CC)CC(=O)OCC1C(C)C=C(C)CC1C (configuration not stated),7,5,-16,-1,4,-0.5,6,2,x
O=C(COC(=O)c1ccc(Cl)c(S(=O)(=O)N2CCCCC2)c1)NCC1CCCO1 (configuration not stated),-3,5,9,1,2,1.1,-3,4,5
COc1ccc(NC(=O)c2cccnc2NCCc2ccccc2)cc1,-12,3,-9,5,-1,1.9,13,4,2
CCCC(C)C(=O)NCc1ccc2c(c1)OCO2 (configuration not stated),30,4,-14,2,1,2.8,-27,-3,-3
CCOC(=O)C1CCN(C(=O)CN(c2ccc(OC)cc2)S(=O)(=O)c2c(C)nn(C)c2C)CC1,42,10,4,-10,-30,1.8,-10,4[fluorescence artefact?],1
COc1cc(C(=O)NC(=S)N(C)Cc2ccccc2)cc(OC)c1OC,7,6,-24,2,4,-1.7,-27,1,-3
CNC(=S)N(CCc1ccc(OC)c(OC)c1)Cc1cc2c(C)cc(C)cc2[nH]c1=O,-31,8,-10,2,9,1.5,2,2,-2
CCn1nc(C)c(NS(=O)(=O)c2ccccc2)c1C,-1,9,-13,4,14,2.4,0,0,15
Cc1c(O)c(CN2CCCC2)cc2c3c(c(=O)oc12)CCC3,8,4,4,3,-18,4.2,-6,6,-1
O=C(NCc1ccco1)c1ccccc1Nc1ccc(F)cc1,31,4,5,-1,5,-0.5,-39,-10,9
Cc1ccc(SCCC(=O)NCCSCc2ccco2)cc1,-27,1,-1,0,-20,2.3,-5,0,2

# Next part (2 carried over from the part before).
SMILES,EP2 modulator,EP2 antag,NPY-Y2 PAM-ag,p97 ATPase inh,S1P4 antag,S1P4 agonist,NPY-Y1 PAM-ag,eIF4E 4G PPI,NPY Y1 blocker
O=C(NCc1ccco1)c1ccccc1Nc1ccc(F)cc1,31,4,5,-1,5,-0.5,-39,-10,9
Cc1ccc(SCCC(=O)NCCSCc2ccco2)cc1,-27,1,-1,0,-20,2.3,-5,0,2
Cc1ccc(C(=O)Nc2nnc(-c3ccncc3)o2)cc1,14,8,-9,-4,-5,1.5,-12,-1,-1
CCOC(=O)CC(=O)Nc1nnc(CC(C)C)s1,13,13,3,2,-31,-0.1,10,-4,2
Cc1ccc2cc(C(=O)O)c(C)nc2c1,11,9,5,3,-4,0.5,7,-11,3
O=C1CCN(C(=O)c2ccccc2)C2CCCCC12 (configuration not stated),-1,8,8,-1,-9,-1.6,5,-2[fluorescence artefact?],2
CC(=NCc1ccco1)c1c(C(F)(F)F)[nH]n(-c2nc3ccccc3s2)c1=O,-44,7,13,-15,-12,-1.1,20,-7[fluorescence artefact?],3
Cc1nnc(SCC(=O)Nc2ccccc2C(=O)NC2CC2)s1,15,9,1,5,-1,0.9,13,3,4
N#C/C(=C/c1ccc(N2CCOCC2)o1)c1nc2ccccc2[nH]1,-47,17,-8,3,3,-0.2,-10,0,-6
Cc1cc(N/N=C/c2ccc(Cl)cc2Cl)nc(NCc2ccccc2)n1,0,6,8,3,-6,-1.1,-26,1[fluorescence artefact?],6
N#C/C(=C\c1ccc(C(=O)O)cc1)S(=O)(=O)c1cc(Br)ccc1Br,-7,8,-14,3,-12,0.2,-11,1,0
Cc1nc(C)c(-c2ccnc(/N=C/NO)n2)s1,8,1,-9,5,-12,0.3,-8,3,x
CNC(=S)NC1CC2CCC(C1)N2Cc1ccccc1 (configuration not stated),-34&-7,12&5,19,-2,-6,1.6,-9,4,1
CSc1cccc(NC(=O)CSc2nnc(C)s2)c1,13,4,-18,4,-3,0.7,-7,0,11
O=C(O)c1ccc(NCCC2=CCCCC2)c([N+](=O)[O-])c1,5,7,-1,3,-5,0.1,2,-5,-2
Cc1ccc(N(CC(O)Cn2c3ccccc3c3ccccc32)S(C)(=O)=O)cc1 (configuration not stated),-41,7,9,4,3,0.4,6,-1[fluorescence artefact?],3
Cc1cc2ncn(CC(O)COC3CCCCC3)c2cc1C (configuration not stated),6,-1,9,-4,-7,2.3,-17,2,2
CCCCn1nc2cc(C(=O)NCC34CC5CC(CC(C5)C3)C4)ccc2c1OCC,0,12,-4,-2,-18,-1.6,-6,x,5
CC(/C=N/NC(=O)c1n[nH]c2c1CCC2)=C\c1ccccc1,-15,7,-28,-2,9,0.3,-16,-1[fluorescence artefact?],22*
COc1ccc(S(=O)(=O)N2CCCN(CCC(=O)Nc3cccc(C(F)(F)F)c3)CC2)cc1,-52,x,3,-2,4,-2.3,-4,2,-5
O=C(CN1CCN(c2ccc(O)cc2)CC1)Nc1ccc(SC(F)F)cc1,-55,9,-7,2,-17,1.3,-30,8,-2
Cc1ccc2c(c1)N/C(=C(\C=C(/Cl)[N+](=O)[O-])[N+](=O)[O-])N2,-36,6,-3,14,-16,-1.8,10,5,11
Cc1ccc(NC(=O)c2cnn(C)c2)cc1[N+](=O)[O-],-19,4,12,-2,-7,0.6,-4,0,5
Cn1c(=O)c2c(nc(CN3CCOCC3)n2CC(O)CO)n(C)c1=O (configuration not stated),7,4,-7,-3,-11,0.0,-18,4,8
COC(=O)c1ccc(COc2ccc(C3C4=C(CCCC4=O)Nc4onc(C)c43)cc2)cc1 (configuration not stated),-22,20,7,5,-17,-1.8,-3,-10,-11
C/C(=N/OCO/N=C(\C)c1ccc(F)cc1F)c1ccc(F)cc1F,4,6,1,-3,-16,-0.1,-8,8[fluorescence artefact?],-1
CC1(C)NC(=O)N(CC(O)COc2cccc(F)c2)C1=O (configuration not stated),10,10,2,2,-19,0.5,-12,0[fluorescence artefact?],-3

# (further entries)
SMILES,EP2 modulator,EP2 antag,NPY-Y2 PAM-ag,p97 ATPase inh,S1P4 antag,S1P4 agonist,NPY-Y1 PAM-ag,eIF4E 4G PPI,NPY Y1 blocker
CN(C)CCCOC(=O)COc1ccc(Br)cc1,-5,4,-1,0,6,-0.6,-30,-3,x
O=C(COc1ccccc1)Nc1ccc(S(=O)(=O)N2CCOCC2)cc1,-9,52*,0,10,-18,-0.4,12,1,-5
CCOC(=O)/C(=C/c1c2ccccc2cc2ccccc12)NC(=O)c1ccccc1,45,9,-22,1,-16,-0.5,-3,5[fluorescence artefact?],10
CCCCCCCCSc1n[nH]c(N)n1,1,5,7,0,-8,-1.2,-29,9[fluorescence artefact?],1
CCCCCC(=O)NNC(=O)c1ccc(F)cc1,7,6,10,6,3,-0.8,1,20,-2
COc1ccc(-c2[nH]ncc2CN2C[C@@H]3CCC[C@H]2C3)c(F)c1,-25,5,13,7,7,-0.1,10,-2,7
CC(C)=CCN1CCN(CCCn2cccn2)CC1CCO (configuration not stated),39,8,0,5,-12,-0.9,11,-3,-1
CCCc1nc2ccccc2c(=O)n1-c1c(C)n(C)n(-c2ccccc2)c1=O,34,13,0,3,3,1.0,14,-6,2
COC(=O)c1cc(NC(=O)CC2SCCNC2=O)cc(C(=O)OC)c1 (configuration not stated),5,10,-5,-6,7,-3.5,-16,4,-1
CC(C)c1nc(NCCO)c(C#N)c2c1CCCC2,30,10,-1,3,-9,0.8,-2,3,x
Cc1nc(=O)c(-c2ccccc2)c(C)n1-c1ccc(O)c(C(=O)O)c1,7,2,2,4,-6,0.4,18,-4,2
CC(C)N1CCN(Cc2cnc(N3CCCC3)s2)CC1CCO (configuration not stated),11,2,-2,6,-8,0.4,8,2,-2
Cc1nn2c(C(F)(F)F)cc(-c3ccc(Cl)cc3)nc2c1C(=O)N1CCOCC1,-3,8,12,4,0,-0.4,8,-12,1
CCOc1ccccc1NC(=O)C(OC(=O)c1cc(C)oc1C)c1ccccc1 (configuration not stated),50,12,-13,-1,11,-1.0,-32,3,18
COc1cc(C=C2C(=O)OC(C)(C)OC2=O)ccc1OCC(=O)Nc1ccccc1,-26,-1,-22,-2,-10,0.4,-4,1,1
CN(C)c1nc(N)nc(CSc2nnnn2-c2cccc3ccccc23)n1,-16,4,-7,-3,-3,0.6,2,4,3
N#CC1(C#N)COC23CCCCC2C1(C#N)C(=N)O3 (configuration not stated),12,10,-11,-3,-2,-0.6,4,5,7
Cc1ccc(C)c(S(=O)(=O)Nc2ccccc2C(=O)Nc2cc(C)on2)c1,2,x,19,4,12,-1.4,18,4,-2
CC1Cc2nc(SCC(=O)N3CCc4ccccc43)n(C)c(=O)c2S1 (configuration not stated),-4,x,-4,3,5,-0.8,0,-3,2
CCOc1ccc(-n2nc3ccc(NC(=O)c4ccc5c(c4)OCCO5)cc3n2)cc1,-23,9,15,3,6,-0.3,4,1,6
Cc1cccc(N2C(=O)C3C4C=CC(C5CC45)C3C2=O)n1 (configuration not stated),7,8,-12,-12,0,2.2,6,7,x
Cc1ccc(S(=O)(=O)Nc2ccc(NC(=O)c3ccc(F)cc3)cc2)cc1,-51,2,-2,3,-14,0.0,13,-2,1

# Shown tab-delimited: part of the list above
Molecule	EP2 modulator	EP2 antag	NPY-Y2 PAM-ag	p97 ATPase inh	S1P4 antag	S1P4 agonist	NPY-Y1 PAM-ag	eIF4E 4G PPI	NPY Y1 blocker
Cc1ccc(S(=O)(=O)Nc2ccc(NC(=O)c3ccc(F)cc3)cc2)cc1	-51	2	-2	3	-14	0.0	13	-2	1
CC1Cc2nc(SCC(=O)N3CCc4ccccc43)n(C)c(=O)c2S1 (configuration not stated)	-4	x	-4	3	5	-0.8	0	-3	2
CCCCCCCCSc1n[nH]c(N)n1	1	5	7	0	-8	-1.2	-29	9[fluorescence artefact?]	1
O=C(COc1ccccc1)Nc1ccc(S(=O)(=O)N2CCOCC2)cc1	-9	52*	0	10	-18	-0.4	12	1	-5

# Compound activity deposited in PubChem by several laboratories.
